CAL PDZ FP-1 = untagged CAL PDZ binding inhibitors, primary screen, biochemical, fluorescence polarization, HTS. purified CAL PDZ, TMR-peptide fluorescence polarization, 1 h. inhibition, % at 24.9 µM. hit rate 0.92% among 300,000. AID 602252, 2012;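 active = mean inhibition of at least 30% with at least half of replicates also reaching 30%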;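 also: 0% = DMSO neutral control and 100% = excess unlabeled competitor peptide PRC23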
CAL PDZ FP-2 = CAL PDZ peptide-binding inhibitors, primary screen, biochemical, fluorescence polarization, Cer-tagged CAL PDZ, HTS; inhibition, % at 20 µM; purified CAL PDZ, TMR-peptide fluorescence polarization, 1 h; hit rate 0.02% among 330,000; AID 504414, 2011;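 active = highest replicate inhibition of at least 40%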;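 also: plate controls were DMSO neutral control wells for no effect and unlabeled competitor peptide control wells for full effect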
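material = purified tagged CAL PDZ domain construct (CerCALP) | compound dosing = 20 µM, one dose | times = 1 h at RT | measured by = fluorescence polarization from S- and P-plane intensities, G-factor corrected | read-out = inhibition from polarization loss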
NSD2 HMT inh = NSD2 histone methyltransferase inhibitors, primary screen, biochemical, AlphaScreen, single concentration, set 2. Histone-lysine N-methyltransferase NSD2 (Homo sapiens), O96028. NSD2 peptide methylation, 120 min. inhibition, % at 12.5 µM. hit rate 0.54% among 310,000. AID 743445, 2014; in the data active = inhibition above about 50%
MITF act = activators of MITF-driven TRPM1 promoter reporter, primary screen, cell-based, SK-MEL-5, luciferase, single point; SK-MEL-5 TRPM1-promoter luciferase, 24 h; % of positive control, neutral wells = 0; activation, % at 12.5 µM; hit rate 0.75% among 300,000;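 active = mean activation of at least 80% with every replicate also reaching 80%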;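 also: 0% = neutral control wells and 100% = parthenolide positive control wells; values of inactives mirror those of a sister screen read the other way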
PfHsp90 set2 = growth inhibition of PfHsp90-expressing yeast, primary screen, antimalarial PfHsp90 inhibitor project, S. cerevisiae, BacTiter-Glo luminescence, single point, set 2; BacTiter-Glo ATP, 48 h; yeast lacking PDR1 and PDR3 efflux regulators; inhibition, % at 9.4 µM; hit rate 0.32% among 310,000;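 active = every replicate shows inhibition above about 80%, whatever the replicate mean, limit read from the data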;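 also: 0% = DMSO neutral controls and 100% = 20 µM radicicol positive controls; yeast relying on Plasmodium falciparum Hsp90 in place of its own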
SR-BI HDL uptake = inhibitors of SR-BI mediated HDL lipid uptake, primary screen, ldlA[mSR-BI] cells, fluorescence, single point | Scavenger receptor class B member 1 (Mus musculus), Q61009 | ldlA[mSR-BI] CHO cells, DiI-HDL uptake fluorescence, 3 h | inhibition, % at 12.5 µM | hit rate 0.96% among 320,000 | AID 488896, 2010;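 active = mean replicate inhibition of at least 70% and a set share of replicates each scoring 70 or more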;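 also: 0% = median of neutral control wells and 100% = median of positive control wells; values of inactives mirror those of a sister screen read the other way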
Rtt109 Vps75 = inhibitors of C. albicans Rtt109/Vps75 HAT, primary screen, biochemical, ThioGlo CoA-SH fluorescence, plate reader. Histone acetyltransferase RTT109 (Candida albicans (strain SC5314 / ATCC MYA-2876)), …. hit rate 0.16% among 330,000. purified Rtt109/Vps75, 4 h. inhibition, % at 34.9 µM;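 active = inhibition of at least 50% in every replicate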
Target sequence (Q5AAJ8 whole entry, looked up): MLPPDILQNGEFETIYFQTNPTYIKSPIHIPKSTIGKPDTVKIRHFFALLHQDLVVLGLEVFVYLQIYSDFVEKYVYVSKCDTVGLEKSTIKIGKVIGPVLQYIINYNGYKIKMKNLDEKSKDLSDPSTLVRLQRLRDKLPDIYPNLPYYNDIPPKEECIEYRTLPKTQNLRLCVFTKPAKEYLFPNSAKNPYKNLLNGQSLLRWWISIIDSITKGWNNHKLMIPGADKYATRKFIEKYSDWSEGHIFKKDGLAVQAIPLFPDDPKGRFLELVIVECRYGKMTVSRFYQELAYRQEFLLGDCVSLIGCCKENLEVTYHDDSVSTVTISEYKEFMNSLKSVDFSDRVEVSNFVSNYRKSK
SR-BI uptake up = activators of SR-BI mediated DiI-HDL uptake, primary screen, ldlA[mSR-BI] CHO cells, DiI fluorescence; 3 h; 100 = double the neutral-control signal; activation, % at 12.5 µM; hit rate 0.096% among 320,000;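 active = mean replicate activation of at least 60% and every replicate at or above 60%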;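 also: 0% = median plate neutral-control signal and 100% = twice that signal; values of inactives mirror those of a sister screen read the other way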
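System: LDL receptor-deficient CHO ldlA cells overexpressing murine SR-BI | Timing: 3 h uptake period with compound, 37 °C | Medium: HEPES-buffered (25 mM, pH 7.4) F12 plus 0.5% BSA | Dosing: Single-point compound dose | Signal: Bottom-read fluorescence, 550/595 nm | Read-out: Retained DiI signal reflecting DiI-HDL uptake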
PvdQ inh = P. aeruginosa PvdQ acylase inhibitors, primary screen, biochemical, fluorescence, plate reader and imaging, single point; purified PvdQ acylase; inhibition, % at 10 µM; hit rate 0.063% among 340,000; in the data active = inhibition above about 30%, passing the limit was not always enough;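 also: 0% = vehicle neutral wells and 100% = reference inhibitor wells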
dFosB activator = activators of delta FosB homodimer, primary screen, biochemical, fluorescence polarization, TAMRA-CDK5 oligo, single point; Protein FosB (Mus musculus), P13346; hit rate 0.99% among 340,000; purified delta FosB; percent of positive-control signal above neutral wells; activation, % at 25 µM;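 active = mean activation above about 17%, with every replicate also reaching it, limit read from the data, passing the limit was not always enough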;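 also: fluorescence polarization rise as delta FosB binds a TAMRA Cdk5 AP-1 oligo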
Target sequence (P13346 whole entry, looked up): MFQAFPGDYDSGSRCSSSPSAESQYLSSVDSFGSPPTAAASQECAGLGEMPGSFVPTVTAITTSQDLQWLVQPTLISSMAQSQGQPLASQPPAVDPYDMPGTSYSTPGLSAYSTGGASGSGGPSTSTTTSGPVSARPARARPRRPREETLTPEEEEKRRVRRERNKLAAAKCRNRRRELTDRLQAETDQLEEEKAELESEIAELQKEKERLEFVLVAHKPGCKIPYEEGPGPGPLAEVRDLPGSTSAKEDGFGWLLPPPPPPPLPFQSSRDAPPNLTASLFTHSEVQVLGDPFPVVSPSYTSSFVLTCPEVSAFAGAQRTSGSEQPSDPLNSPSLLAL
Active calls of the source: *; nt = no result given; & = joins results of further samples.

Values run as follows: CAL PDZ FP-1, CAL PDZ FP-2, NSD2 HMT inh, MITF act, PfHsp90 set2, SR-BI HDL uptake, Rtt109 Vps75, SR-BI uptake up, PvdQ inh, dFosB activator
COc1ccc(CCC(C)NCc2cccc(Br)c2)cc1 (configuration not stated)
    -4, -1.7, -10, nt, -10, 2, -9, -2, -9, -11
CCOc1ccc(CCNC(=O)CCCn2c(=O)c3cccn3c3cccnc32)cc1OCC
    -7, -2.1, -3, 18, -4, 76*, 1, -76, -1, -2
Cc1ccc(-c2nn(CC(=O)NCCN3CCOCC3)c(=O)c3ccccc23)cc1
    -1, 0.4, -1, 5, nt, -11, 11, 11, -4, -7
CC(C)CC(c1nnnn1Cc1ccccc1)N1CCN(C(=O)c2ccco2)CC1 (configuration not stated)
    -1, 0.1, nt, 4, -43, -5, 5, 5, -13, -5
Cc1csc(SCC(=O)Nc2sccc2C#N)n1
    -2, 0.6, nt, 50, -13, -5, -6, 5, -3, -13
COc1ccc(OCc2cc(C(=O)NCC3CCCCO3)no2)c(Cl)c1 (configuration not stated)
    -2, -2.0, -4, 51, -22, 1, -1, -1, 4, -13
O=C(Nc1ccccc1C(=O)N1CCOCC1)C1CCCO1 (configuration not stated)
    nt, -2.1, -2, -8, nt, -12, 2, 12, -14, -7
COC(=O)c1ccccc1NC(=O)C1CCCCC1C(=O)O (configuration not stated)
    nt, -2.5, -4, -7, 11, -9, -6, 9, -2, -2
CCCc1nn2c(N)c(/C=C3\C=Nc4ccccc43)c(=O)nc2s1
    0, -0.4&-0.4, 7&22, -14, -7&16, -23&-18, 1&1, 23&18, -1&-8, -5&1
O=c1cc(NCc2ccccc2)c2ccccc2o1
    0, -4.3, -3, -22, 60, 24, 2, -24, -18, -3
CC(C)OCCCNC(=O)C(NC(=O)c1ccc(Cl)cc1)C(C)C (configuration not stated)
    -2, 0.2, -1, -9, -5, -3, -4, 3, -15, -5
Cc1noc(C)c1CSCc1ccc(Cl)cc1
    4, -1.4, -1, 12, 13, -13, -3, 13, -5, -8
O=C(NCC1CCCCC1)c1ccc(Br)o1
    -4, -1.8, 9, -1, -15, -12, -5, 12, 5, 0
CCOC(=O)N1CCN(C(=O)c2cn(-c3ccc(C)c(C)c3)c(=O)c3ccccc23)CC1
    -6, 0.1, 1, 4, -1, 11, -4, -11, 0, -2
CN(CCO)c1c2c(nc3cc(-c4cccc(F)c4)nn13)CCCC2
    -3, -2.4, 10, nt, 15, 28, -1, -28, -6, -14
C/C(CCCO)=N/Nc1ccc([N+](=O)[O-])cc1[N+](=O)[O-]
    nt, -0.4, 0, -5, 32, -28, 7, 28, -1, -8
CN(C)c1cccc(C(=O)N2CCCC(C(=O)c3cc(F)ccc3F)C2)c1 (configuration not stated)
    -3, 0.6, 4, -3, 13, -17, 10, 17, -6, -3
O=C(Cn1cnc2c(nnn2Cc2ccc(F)cc2)c1=O)N1CCCCC1
    -8, -2.3, 3, 7, 5, 12, 4, -12, -9, 3
Cc1nc(C)c(C(=O)NCc2ccccc2Cl)o1
    nt, -2.2, 0, 0, -1, -9, -5, 9, 0, 1
CC1CCN(c2ccc3c(c2)S(=O)(=O)c2cccc(C(=O)NC4CC4)c2C3=O)CC1
    -2, -2.7, nt, 43, -9, 28, -10, -28, -8, 4

Reformatted: results already given
mol | CAL PDZ FP-1 | CAL PDZ FP-2 | NSD2 HMT inh | MITF act | PfHsp90 set2 | SR-BI HDL uptake | Rtt109 Vps75 | SR-BI uptake up | PvdQ inh | dFosB activator
CC(C)OCCCNC(=O)C(NC(=O)c1ccc(Cl)cc1)C(C)C (configuration not stated) | -2 | 0.2 | -1 | -9 | -5 | -3 | -4 | 3 | -15 | -5
Cc1noc(C)c1CSCc1ccc(Cl)cc1 | 4 | -1.4 | -1 | 12 | 13 | -13 | -3 | 13 | -5 | -8
O=C(NCC1CCCCC1)c1ccc(Br)o1 | -4 | -1.8 | 9 | -1 | -15 | -12 | -5 | 12 | 5 | 0
CCOC(=O)N1CCN(C(=O)c2cn(-c3ccc(C)c(C)c3)c(=O)c3ccccc23)CC1 | -6 | 0.1 | 1 | 4 | -1 | 11 | -4 | -11 | 0 | -2
CN(CCO)c1c2c(nc3cc(-c4cccc(F)c4)nn13)CCCC2 | -3 | -2.4 | 10 | nt | 15 | 28 | -1 | -28 | -6 | -14
C/C(CCCO)=N/Nc1ccc([N+](=O)[O-])cc1[N+](=O)[O-] | nt | -0.4 | 0 | -5 | 32 | -28 | 7 | 28 | -1 | -8
CN(C)c1cccc(C(=O)N2CCCC(C(=O)c3cc(F)ccc3F)C2)c1 (configuration not stated) | -3 | 0.6 | 4 | -3 | 13 | -17 | 10 | 17 | -6 | -3
O=C(Cn1cnc2c(nnn2Cc2ccc(F)cc2)c1=O)N1CCCCC1 | -8 | -2.3 | 3 | 7 | 5 | 12 | 4 | -12 | -9 | 3
Cc1nc(C)c(C(=O)NCc2ccccc2Cl)o1 | nt | -2.2 | 0 | 0 | -1 | -9 | -5 | 9 | 0 | 1
CC1CCN(c2ccc3c(c2)S(=O)(=O)c2cccc(C(=O)NC4CC4)c2C3=O)CC1 | -2 | -2.7 | nt | 43 | -9 | 28 | -10 | -28 | -8 | 4

New compounds follow
Values run as follows: CAL PDZ FP-1, CAL PDZ FP-2, NSD2 HMT inh, MITF act, PfHsp90 set2, SR-BI HDL uptake, Rtt109 Vps75, SR-BI uptake up, PvdQ inh, dFosB activator
COc1ccc(CCNC(=O)CSc2nncn2N)cc1OC
    -2, -2.5, nt, 12, -35, -23, -4, 23, -15, 0
O=C(Cc1cccs1)N(c1ccccc1)C1C=CS(=O)(=O)C1 (configuration not stated)
    3, -0.2, -1, -11, -9, -26, -3, 26, 17, -8
CCOC(=O)c1cc(C)sc1NC(=O)c1ccc(Cl)s1
    3, -0.8, -1, 17, -32, 18, 3, -18, -4, 0
Nc1c2c(nn1-c1ccccc1)CCC2
    0, -1.6, 3, 16, 3, nt, 3, nt, 9, 0
O=C(CN1CCCC1)NCC1(c2ccccc2)CCOCC1
    -3, -2.0, -2, -19, -15, nt, 2, nt, -11, -7
COC(=O)c1cc(S(=O)(=O)C(C)C)c(S(C)=O)s1 (configuration not stated)
    nt, -0.2, 0, nt, 11, -19, 2, 19, -4, 1
Cc1ccc(-c2nnn(CC(=O)N(CCO)C(C(=O)NC(C)(C)C)c3ccncc3)n2)cc1 (configuration not stated)
    -2, -0.5, 0, -2, nt, -1, 7, 1, -11, -5
O=C(Nc1cccnc1)c1ccc(C(=O)Nc2cccnc2)cc1
    -4, -1.6, 0, -12, nt, -3, 9, 3, 6, -10
Cc1onc(-c2ccccc2Cl)c1C(=O)NCCN1Cc2ccccc2C1=O
    -4, -0.4, -3, -13, -33, -49, 11, 49, -10, 2
CCOc1ccc(OCC)c(Nc2cc(C)nc3nc(C)nn23)c1
    nt, -0.5, nt, -13, 0, 5, 2, -5, 14, -5
CNC(=O)COc1coc(CN2CCN(Cc3ccccc3)CC2)cc1=O
    -4, 0.8, -7, -9, 3, -19, -1, 19, -6, -3
Cc1cccc(NC(=O)CSc2nnc(CSc3nc(C)cc(C)n3)o2)c1
    -2, -2.2, 2, nt, nt, -13, 3, 13, 0, -2
Nc1cc(=O)[nH]c(SCc2cccc3ccccc23)n1
    2, -1.2, 8, -8, -25, 5, 6, -5, -5, -10
S=c1[nH]nc(-c2ccco2)n1/N=C/C(Cl)=C/c1ccccc1
    -3, 0.9, 11, nt, -42, 6, 17, -6, 2, -3
C=CCn1c(SCC(=O)Nc2ncc(Cc3cc(Cl)ccc3Cl)s2)nnc1-c1ccncc1
    -1, -0.6, -2, 9, 2, 7, 1, -7, -10, -5
Cn1c(N)c(C(=O)COC(=O)c2ccccc2NCc2ccco2)c(=O)n(C)c1=O
    -1, -2.1, -1, 5, -19, 24, 1, -24, -11, -7
COc1ccc(CCNC(=O)CSc2n[nH]c(C)c2[N+](=O)[O-])cc1OC
    0, -1.4, 6, -3, 9, nt, 0, nt, -8, -15
COc1ccc(CN(Cc2nc3ccccc3c(=O)[nH]2)C(=O)C(C)(C)C)cc1
    -1, nt, -5, 9, -17, -12, -1, 12, -3, -2
CN1CCN(NC(=O)c2c(-c3ccccc3)sc3ccccc23)CC1
    -2, 0.6, nt, 2, nt, -31, 1, 31, 3, -6
Cc1cc(C)c(C#N)c(SCS(=O)Cc2ccccc2)n1 (configuration not stated)
    -2, -2.4, 0, 3, -20, -7, -3, 7, -10, -11
CCCCNc1nc2ccccc2nc1NS(=O)(=O)c1cccs1
    -3, 0.8, -3, -12, 6, -1, -1, 1, 6, -6
CC(=O)c1cccc(N2C(=NC(=O)COc3ccccc3)SC3CS(=O)(=O)CC32)c1 (configuration not stated)
    -3, -0.7, 2, -3, 11, -2, -16, 2, -7, -4
COc1ccccc1NC(=O)COC(=O)C12CC3CC(CC(Cl)(C3)C1)C2
    nt, -1.5, -1, 0, -17, 0, 7, 0, -13, -7
CC(CC(=O)NC1CCCC1)c1ccccc1 (configuration not stated)
    -2, -1.1, 8, 7, -6, -8, 7, nt, -11, 7
O=C(c1ccc(=O)[nH]n1)N1CCN(S(=O)(=O)c2ccccc2F)CC1
    11, 0.7, -3, nt, 26, -19, 4, 19, -3, -3
Cc1cccc(C)c1NC1=C(Cl)C(=O)OC1OC(C)C (configuration not stated)
    -2, 0.8, -3, -10, 4, -30, 2, 30, -7, 4
CCC(C)(C)N(C(=O)CCC(=O)Nc1cc(C)on1)C(C(=O)NC(C)(C)C)c1ccc(OC)cc1 (configuration not stated)
    0, 0.6, -2, -3, -7, nt, -5, nt, -5, 2
O=C(CC(=O)Nc1ccc(Cl)cc1Cl)Nc1ccc(Cl)cc1Cl
    -7, -1.7, -4, -9, -32, -16, 4, 16, -13, 3
Cc1ccc(OCCCNCCO)c(Br)c1
    -4, -1.4, 20, -22, 2, 14, 6, -14, -15, -1
OCCCNc1cc(-c2ccccc2)nc2cc(-c3ccc(F)cc3)nn12
    10, -1.1, -2, nt, 10, 63, 0, -63, -19, -1
CCOc1ncccc1C(=O)Nc1cc(S(=O)(=O)N2CCCCC2)ccc1OC
    nt, -0.8, -1, -10, -18, 27, 5, -27, -1, -12
CC(C)CC(=NNC(=O)c1ccncc1)c1cc(Cl)ccc1O
    nt, -0.5, nt, -54, nt, 127*, 2, -127, 0, -3

From PubChem BioAssay
